Screening data from PubChem BioAssay.
IL1B cytotox – toxic to HUVEC cells under IL-1B stimulation. AID 845. HUVEC cell count loss, Hoechst imaging, IL-1B stimulated. cell count reduction, % at 2 µM. 0.41% of 94,000 active;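 active means cell count reduction more than 3 SD above the screen-wide mean, cut at about 70% in these data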;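 further: normalized per plate to untreated control cells as the no-loss baseline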
VCAM1 TNFa inh – reduces TNF alpha induced VCAM1 expression in HUVEC. HUVEC TNFa-induced VCAM-1 immunofluorescence, high-content imaging. inhibition, % at 2 µM. 0.48% of 95,000 active;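 active means inhibition above the batch mean plus 3 SD, with images confirmed as a hit by eye, cut at about 37% in these data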;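 further: 0% = TNF-stimulated DMSO wells and 100% = unstimulated control wells; not every result past the cut was called active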
ERb coact inh – blocks coactivator binding to human estrogen receptor beta. Q92731. TR-FRET ER-beta LBD / SRC1-Cy5 peptide binding; receptor agonist-loaded with 1 µM estradiol. inhibition, % at 25.6 µM. 1.3% of 86,000 active;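 active means compounds whose percent inhibition of the receptor-coactivator binding signal exceeds about 50% in the single-dose screen, limit read from the data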;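 further: 0% = receptor plus peptide wells without compound and 100% = peptide-only wells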
Smad3 inh – Smad3 (human) transcription factor binding inhibition; TR-FRET Smad3/Dy647-FoxH1 peptide binding, europium anti-His; 0.29% of 88,000 active; P84022; AID 630; inhibition, % at 25 µM;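 active means compounds that reduce the energy-transfer binding signal between the protein and its labelled peptide by more than half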;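 further: 0% = Smad3 plus labelled peptide maximal FRET and 100% = peptide-only background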
Target sequence (P84022 whole entry, looked up): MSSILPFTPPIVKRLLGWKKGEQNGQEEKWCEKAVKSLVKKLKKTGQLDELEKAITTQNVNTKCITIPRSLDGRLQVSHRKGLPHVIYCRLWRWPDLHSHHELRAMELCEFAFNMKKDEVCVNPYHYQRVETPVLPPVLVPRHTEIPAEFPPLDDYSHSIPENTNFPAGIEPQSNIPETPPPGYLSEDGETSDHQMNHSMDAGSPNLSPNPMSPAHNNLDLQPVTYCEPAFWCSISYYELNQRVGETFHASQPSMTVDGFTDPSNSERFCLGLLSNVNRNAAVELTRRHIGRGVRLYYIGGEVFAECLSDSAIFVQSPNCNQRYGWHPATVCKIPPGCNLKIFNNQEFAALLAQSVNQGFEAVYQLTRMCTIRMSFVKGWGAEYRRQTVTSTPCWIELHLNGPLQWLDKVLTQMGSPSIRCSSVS
Calb biofilm kill – kills Candida albicans biofilms; C. albicans biofilm + clotrimazole, Alamar Blue; inhibition, % at 6 µM; 0.14% of 85,000 active;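 active means inhibition above 20%; inactive means inhibition below 20%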;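 further: preformed 24 hr biofilms exposed to compound for 48 hr; 0% = biofilm without compound and 100% = blank killed by clotrimazole plus chlorhexidine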
sEH act – soluble epoxide hydrolase (human) activation; 0.04% of 91,000 active; purified human sEH enzymatic activity, activator screen; AID 717; P34913; activation, % at 2 µM; in the data active means activation above about 37%; further: values of inactives mirror those of a sister screen read the other way
sEH inhibitor – inhibitors of human soluble epoxide hydrolase | P34913 | recombinant human sEH enzymatic activity assay | inhibition, % at 2 µM | 0.34% of 91,000 active | AID 707; in the data active means inhibition above about 80%; further: values of inactives mirror those of a sister screen read the other way; many of its hits are not listed in these tables
cytoskel mod – alters cytoskeleton assembly in HUVEC cells | HUVEC TNFa F-actin phalloidin imaging, high content | inhibition, % at 2 µM | 0.18% of 91,000 active | AID 836;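 active means inhibition above the batch mean plus 3 SD and confirmed as a hit by visual image inspection, cut at about 30% in these data, passing the limit was not always enough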; further: strong numbers were not always called active
TNFa cytotox – HUVEC cytotoxicity counter-screen, TNF alpha stimulated; HUVEC TNFalpha-stimulated, Hoechst cell count, imaging; cell count reduction, % at 2 µM; 0.17% of 93,000 active; AID 848;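 active means cell count reduction exceeding the screen mean by over 5 SD, scaled to untreated wells per plate, cut at about 78% in these data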;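 further: cells counted after 24 h of TNF alpha exposure following the 1 h pretreatment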
The depositor's hits bear a star; · = not tested or not shown; [ ] = remark or other dose. The list is partial; count on the stated rates, not on these rows.

Structure,IL1B cytotox,sEH inhibitor,cytoskel mod,VCAM1 TNFa inh,sEH act,Calb biofilm kill,ERb coact inh,Smad3 inh,TNFa cytotox
CCOC(=O)c1[nH]c(C)c(C(=O)NC(C)CC)c1C (stereo unspecified),-23,-12,3,15,16,-15,-5,0,-25
CCc1ccc(OCC(=O)NC(=S)Nc2ccc(C)cc2C)c(Br)c1,-24,12,-10,-8,-10,·,·,·,10
COc1ccc(C2C(C#N)=C(N)N(c3sc4c(c3C#N)CCCC4)C3=C2C(=O)CC(C)(C)C3)cc1OC (stereo unspecified),-10,1,6,0,0,·,·,·,-22
COc1ccc(N2C(=O)CCC(C(=O)NCc3cccnc3)C2c2ccc(OC)c(OC)c2)cc1 (stereo unspecified),-8,16,·,-4,-19,0,-9,-2,-13
Cc1nnc(SCC(=O)N2CCc3ccccc32)s1,1,10,3,6,-10,6,11,11,-17
Cc1cc2ccccn2c1C(=O)c1ccncc1,17,-1,4,-21,2,10,12[fluorescence artefact?],-6,0
CCn1c(Cc2ccc(OC)cc2)nnc1SCC(=O)N1CCN(c2ccccc2)CC1,29,-5,-2,6,6,1,-14,3,-17
Cc1ccccc1-n1c(C)cc(/C=N/Nc2ccc([N+](=O)[O-])cn2)c1C,-3,23,-6,10,-26,-3,-10,9,-24
CCCNc1c(F)c(F)c2c(C)c3ccccc3nc2c1F,-20,-5,1,-14,6,·,·,·,-45
CC(C)C(NC(=O)C1CCCCC1)C(=O)NC1=NCCS1 (stereo unspecified),-64,-2,-4,6,1,5,-10,-1,-25
CCCc1cc(C(=O)NCCc2ccc(OC)c(OC)c2)no1,-65,5,11,1,-3,3,1,3,-13
O=C(NCCCCc1ccccc1)C1CC(c2cccc([N+](=O)[O-])c2)=NO1 (stereo unspecified),-6,17,-16,6,-16,·,·,·,-14
COC(=O)Nc1ccc(C)c2nsnc12,36,·,-2,7,·,7,-2[fluorescence artefact?],-10,-8
CC(=O)Oc1cccc(N2C(=O)CC(Nc3ccc(N4CCOCC4)cc3)C2=O)c1 (stereo unspecified),-14,-4,-6,4,7,-11,3,-1,10
CCS(=O)(=O)NCc1ccc2c(c1)cc(C)n2C,1,-10,6,4,8,6,8,2,-36
COc1ccc(C2CC(=O)c3cnc(NC(=O)c4ccccc4)nc3C2)c(OC)c1 (stereo unspecified),-19,-5,9,-3,3,4,-5[fluorescence artefact?],20,-50
COc1ccc(N2CC(O)=C(c3nc4ccccc4s3)C2=N)cc1,11,-2,·,17,3,4,15[fluorescence artefact?],-2,0
CCOC(=O)c1ccc(N2C(=O)CC(C(=O)OC)=C2C)cc1,-20,7,6,15,-6,10,-15,10,-19
COC(=O)C1=COC(C)C2CN3CCc4c([nH]c5ccccc45)C3CC12 (stereo unspecified),-3,·,-5,-6,·,10,4,6,-10
CCOC(=O)C1=C(C)N=C2SCCC(=O)N2[C@@H]1/C=C/c1ccccc1,-6,5,1,10,-2,5,-1,8,-3
Cc1cc(NC(=O)CCC2COc3ccccc3O2)no1 (stereo unspecified),5,11,2,11,-8,3,-2,1,-21
CC(C)OCCCNc1ncnc2c1[nH]c1ccc(F)cc12,-9,0,-12,-17,0,3,2,22,-7
CCOc1ccc(NC(=O)Nc2cc(C)ccc2OC)cc1,-42,3,3,12,-2,-1,10,-7,-7
Cc1ccc2nc(-c3ccc(NC(=O)c4ccco4)cc3)[nH]c2c1,-25,1,3,3,-1,0,36,-9,-20
FC(F)(F)c1cccc(Cn2nnnc2-c2cc(Cl)cc(Cl)c2)c1,-27,-10,25,8,13,·,·,·,-15
CCOC(=O)C1CCN(CC(=O)Nc2c(C(=O)OC)[nH]c3ccccc23)CC1,-10,4,16,3,-4,6,3[fluorescence artefact?],-3,16
O=C(Nc1ccccc1N1CCN(C(=O)c2ccc(Cl)cc2)CC1)c1ccc2c(c1)OCO2,-54,-8,-10,-19,7,10,2,-1,0
COC(=O)[C@@H](NC(=O)Nc1cccc(OC)c1)C(C)C,13,4,-9,15,-4,3,5,10,36
C=CCNCC(=O)NN=C(c1ccccc1)c1ccccc1,-12,-3,-7,3,2,·,·,·,-27
CCc1nc(NCC(C)C)c(C#N)c2c1COC(C)(C)C2,13,-4,-14,3,3,8,-2[fluorescence artefact?],2,-13

In the list so far, these contain a nitro group on carbon:
Structure,IL1B cytotox,sEH inhibitor,cytoskel mod,VCAM1 TNFa inh,sEH act,Calb biofilm kill,ERb coact inh,Smad3 inh,TNFa cytotox
Cc1ccccc1-n1c(C)cc(/C=N/Nc2ccc([N+](=O)[O-])cn2)c1C,-3,23,-6,10,-26,-3,-10,9,-24
O=C(NCCCCc1ccccc1)C1CC(c2cccc([N+](=O)[O-])c2)=NO1 (stereo unspecified),-6,17,-16,6,-16,·,·,·,-14

The results go on:
Structure,IL1B cytotox,sEH inhibitor,cytoskel mod,VCAM1 TNFa inh,sEH act,Calb biofilm kill,ERb coact inh,Smad3 inh,TNFa cytotox
COc1ccc(C(=O)NC2(C(F)(F)F)C(=O)N(Cc3ccco3)C3=C2C(=O)CC(C)(C)C3)cc1OC (stereo unspecified),-3,5,24,11,-6,6,-7,-1,2
CCN(CC)C(=O)/C(=C\c1ccc2c(c1)OCO2)NC(=O)c1ccc(Br)cc1,17,-11,-10,-18,13,·,·,·,·
COc1ccc(Br)cc1CNC(=O)C1CCN(S(=O)(=O)N2CCCCC2)CC1,10,16,-35,2,-17,6,-5,6,-23
O=C(COc1ccc([N+](=O)[O-])cc1)N/N=C/c1ccccn1,-36,-8,-8,6,10,·,·,·,8
CCOC(=O)CC(NC(=O)c1ccco1)c1ccc(C)cc1 (stereo unspecified),·,-2,-3,5,4,6,5,-6,-18
Cc1ccc(N2CCCn3c2cc(C)c(C#N)c3=O)cc1C,-18,-7,-13,-28,8,6,10[fluorescence artefact?],-8,-16
Cn1c(-c2ccc(F)cc2)cnc1NCc1ccc(F)cc1,-12,6,-3,25,-3,3,3,-2,22
O=S(=O)(c1ccc(Cl)cc1)N1CCCC1c1nc(-c2ccc(Cl)cc2)no1 (stereo unspecified),-4,-7,-25,10,10,·,·,·,7
CC(=O)NCc1cc(-c2nn(C)c(=O)c3ccccc23)ccc1C,-1,1,-10,-8,-2,4,-11,-17,-20
O=S(=O)(Nc1nc(-c2sccc2Cl)cs1)c1cc(Cl)ccc1Cl,4,5,17,-2,-4,·,·,·,-4
CCOC(=O)C1(P(=O)(c2ccccc2)c2ccccc2)CCC1,31,-7,2,25,9,1,-2,-8,19
CCCCc1c(O)n2c(nc3ccccc32)[nH]c1=O,-35,11,-22,19,-11,7,-2,-2,11
CSc1nsc(SC)c1NC(=O)OCc1ccccc1,41,-13,1,1,12,·,·,·,-7
COc1ccc(C)cc1NC(=O)CN(c1ccccc1F)S(C)(=O)=O,-22,-5,19,27,4,-1,-1,2,-12
COC(=O)c1ccccc1NC(=O)Nc1cccnc1,-1,13,14,-14,-11,9,7,-1,-30
CC1CCC(C(=O)NC(C(=O)N2CCc3ccccc3C2)C(C)C)CC1 (stereo unspecified),-1,7,-8,-5,-10,1,6,16,-5
COC(=O)CNC(=O)c1cn(CC(C)C)c(=O)c2cc(OC)c(OC)cc12,10,-12,-20,17,13,7,-6[fluorescence artefact?],8,-10
c1ccc(COc2ccc(OCCn3cncn3)cc2)cc1,-32,3,-2,-19,0,4,8,5,2
Cc1ccccc1Cn1cc(NC(=O)COc2ccccc2)cn1,11,1,-6,6,-1,·,·,·,-13
CC(C)(C)n1ncc2c(=O)n(CC(=O)NCCc3ccccc3)cnc21,-23,-13,5,6,11,4,6,5,-3
CC1CCN(C(c2cccs2)c2nnnn2Cc2ccccc2)CC1 (stereo unspecified),2,1,-4,11,1,5,5[fluorescence artefact?],-3[fluorescence artefact?],-14
CC(=O)Nc1ccc(S(=O)(=O)NCc2cn3ccsc3n2)cc1,5,-5,-14,-13,5,2,4,13[fluorescence artefact?],-3

Retrieved by structure from the list above, 5 records:
Structure,IL1B cytotox,sEH inhibitor,cytoskel mod,VCAM1 TNFa inh,sEH act,Calb biofilm kill,ERb coact inh,Smad3 inh,TNFa cytotox
CCc1ccc(OCC(=O)NC(=S)Nc2ccc(C)cc2C)c(Br)c1,-24,12,-10,-8,-10,·,·,·,10
COc1ccc(C2CC(=O)c3cnc(NC(=O)c4ccccc4)nc3C2)c(OC)c1 (stereo unspecified),-19,-5,9,-3,3,4,-5[fluorescence artefact?],20,-50
CCOC(=O)CC(NC(=O)c1ccco1)c1ccc(C)cc1 (stereo unspecified),·,-2,-3,5,4,6,5,-6,-18
COc1ccc(C)cc1NC(=O)CN(c1ccccc1F)S(C)(=O)=O,-22,-5,19,27,4,-1,-1,2,-12
CC(=O)Nc1ccc(S(=O)(=O)NCc2cn3ccsc3n2)cc1,5,-5,-14,-13,5,2,4,13[fluorescence artefact?],-3
